# influenza NS1A: H1N1 influenza NS1A inhibitors, functional cell based assay (AID 504329) | hit rate 0.3% among 340,000 | inhibition, % at 12.5 µM, or IC50 in µM where a hit was titrated | NS1A functional cell-based assay, percent inhibition; higher % means a stronger effect; in the data active = a potency from the dose series; inconclusive = inhibition above about 27% without an active follow-up result; note: strong numbers were not always called active
# inhibitors of VEEV: inhibitors of VEEV TC-83 cytopathic effect, confirmation, Vero cells (AID 588727); hit rate 0.13% among 350,000; inhibition, % at 20 µM; hits with a dose series show IC50 in µM; Vero cells, VEEV TC-83 cytopathic effect inhibition; higher % means a stronger effect; in the data active = a potency from the dose series; inconclusive = inhibition mostly from about 14% at the one dose, without a potency; inactive = the rest, 99 in 100 with inhibition below about 12%; note: strong numbers were not always called active
# Salmonella PhoP GFP: PhoP regulon inhibitors, Salmonella typhi PhoP promoter GFP reporter, confirmatory (AID 1850) | hit rate 0.33% among 310,000 | Salmonella Typhi PhoP-promoter GFP reporter, fluorescence, 4 h; higher % means a stronger effect | inhibition, % at 50 µM, or IC50 in µM where a hit was titrated; in the data active = a potency from the dose series; inconclusive = inhibition mostly from about 25% at the one dose, without a potency; inactive = the rest, 99 in 100 with inhibition below about 19%;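 note: 0% = induced wells with vehicle and 100% = uninduced wells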
# tuberculosis growth: growth inhibition of non-replicating M. tuberculosis (AID 488890); hit rate 0.39% among 320,000; one-dose inhibition, % at 25 µM; IC50 in µM for titrated hits; Mycobacterium tuberculosis non-replicating, growth inhibition; higher % means a stronger effect; in the data active = a potency from the dose series; inconclusive = inhibition mostly from about 82% at the one dose, without a potency; inactive = the rest, 99 in 100 with inhibition below about 76%;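 note: plate controls were DMSO cells for no effect and high antibiotic wells for full effect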
# H37Rv inhibition: M. tuberculosis growth inhibition, HTS (AID 449762); M. tuberculosis H37Rv growth inhibition, 7H9 media; higher % means a stronger effect; inhibition, % at 25 µM; hits with a dose series show IC50 in µM; hit rate 0.59% among 330,000; in the data active = a potency from the dose series; inconclusive = inhibition above about 70% without an active follow-up result;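 note: bacterial growth assessed after seven days of incubation; strong numbers were not always called active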
# inhibitors of VEEV 10K pilot screen: recorded beside inhibitors of VEEV, whose call it bears; inhibition, %; measured here: 10K pilot screen inhibition
# * = called active by the depositor; i = inactive; ? = inconclusive; nt = no result given.
SMILES,influenza NS1A,inhibitors of VEEV,Salmonella PhoP GFP,tuberculosis growth,H37Rv inhibition,others
COc1ccc(NC(=O)C2CCCN(S(=O)(=O)c3c(C)[nH]c(=O)[nH]c3=O)C2)cc1OC (stereo not drawn),-2%,1.6%,0%,-5%,-2%,
CCOC(=O)c1cc2cc(OC)ccc2nc1C,8%,2.8%,4%,16%,5%,
NC(=S)NN=C1Cc2cccc3cccc1c23,-7%,1.0%,nt,nt,nt,
CC1(C)c2[nH]c3ccccc3c2C[C@H]2C(=O)N(N)CC(=O)N21,-7%,0.5%,-2%,1%,0%,
COc1ccc(C2N(c3ccc(Cl)cc3)N=C(C(C)=O)N(C)N2C(C)=O)cc1 (stereo not drawn),-12%,2.4%,-4%,20%,-1%,
O=C(O)c1ccc(Sc2nnnn2-c2ccccc2)c([N+](=O)[O-])c1,2%,i,-6%,29%,4%,
CCOC(=O)c1c(C)[nH]c(C(=O)/C(C#N)=C/c2ccc(OC(F)F)c(OC)c2)c1C,-6%,1.5%,-6%,4%,9%,
Cc1cc(C(=O)N2CCN(c3ncccn3)CC2)c2cc(F)ccc2n1,5%,1.3%,0%,-3%,-2%,
COc1cccc(CNC(=O)CCC2CCCN(c3cc(C)nc(N4CCCC4)n3)C2)c1 (stereo not drawn),-1%,i,4%,4%,-6%,
C=CCSc1nc2ccsc2c(=O)n1-c1cccnc1,nt,0.9%,4%,-18%,11%,
CN(CCc1ccccc1)C(=O)c1cccc(NC(=O)Cc2ccc([N+](=O)[O-])cc2)c1,2%,1.2%,nt,12%,7%,
CC1=C(C(=O)NC(C)C)C2(CCC(C)CC2)OC1=O (stereo not drawn),1%,0.8%,-7%,-23%,-6%,
CCN(CC)S(=O)(=O)c1ccc(N/N=C(\C)c2ccncc2)nc1,3%,4.3%,5%,20%,1%,
COc1cc(/C=C/C(=O)O)cc(S(=O)(=O)NCCCC(=O)O)c1OC,-2%,1.4%,0%,-11%,-3%,
Cc1cc(C)c(C(=O)CSc2nnc(C)c(=O)[nH]2)cc1C,8%,0.2%,6%,11%,3%,
Cc1cccc(NC(=O)C2CCCN(S(=O)(=O)c3c(C)nn(C)c3C)C2)c1 (stereo not drawn),15%,i,-4%,8%,-9%,
COc1ccc(C(=O)CC(SCC(NC(C)=O)C(=O)O)c2ccc(Cl)cc2)cc1OC (stereo not drawn),-2%,41%,-4%,33%,?,
COc1ccc(-n2c(/C=C/c3ccc(O)c(O)c3)nc3ccccc3c2=O)cc1,-23%,9.5%,4%,-4%,5%,
CCN1CCCC1CNC(=O)c1cc2c(OC)cccc2[nH]1 (stereo not drawn),2%,i,5%,12%,5%,
CCN(CC)CCN(C(=O)c1ccc(Br)s1)c1nc2cc3c(cc2s1)OCCO3,20%,i,1%,-6%,0%,
CC(=O)N1C[C@H]2CON(C)[C@H]2C[C@H]1c1ccccc1Br,-11%,i,nt,nt,nt,
O=C(OCC(=O)N1CCc2ccccc21)c1ccc(Cl)nc1,-9%,i,2%,?,27%,inhibitors of VEEV 10K pilot screen=0.5
CN(Cc1ccccc1)C(=O)COC(=O)CN1C(=O)c2ccccc2C1=O,-6%,2.0%,nt,-5%,-3%,
CC(=O)Nc1ccc(NC(=O)CSc2nc(=O)n(Cc3ccncc3)c3c2CCC3)cc1,-6%,1.6%,1%,6%,1%,
CCOC(=O)N1CCN(C(=O)c2ccccc2NS(=O)(=O)c2ccc(C)cc2)CC1,2%,7.0%,-13%,-2%,-22%,
COc1cc(C2c3c(oc4ccccc4c3=O)C(=O)N2Cc2ccncc2)ccc1O (stereo not drawn),2%,4.1%,2%,24%,-5%,
Nc1nc(NCCOCCO)nc(NCc2ccccc2)c1[N+](=O)[O-],-10%,1.5%,-7%,-2%,10%,
CC(C)COc1ccc(Br)cc1CNC(C)(C)C,-11%,i,6%,72%,-1%,
O=c1cc(-c2ccccc2)ss1,-2%,1.2%,nt,nt,nt,
Cc1ccc(NC(=O)N2CCCC2C(=O)NCc2ccc3c(c2)OCO3)cc1 (stereo not drawn),-7%,1.6%,-3%,-2%,-1%,
COc1ccc(NCc2n[nH]nc2-c2ccccc2)cc1Cl,1%,8.6%,0%,37%,97%,
COC(=O)CSc1nc2sccc2c(=O)n1-c1ccccc1,-2%,0.5%,2%,8%,6%,
CCOc1cc(/C=N/NC(=O)Cc2ccc(C(F)(F)F)cc2[N+](=O)[O-])c(Br)cc1OC,1%,i,-6%,-17%,-5%,
CCOc1cc(N2CCOCC2)c(OCC)cc1NC(=O)COC(=O)COc1ccc(C#N)cc1,-2%,1.1%,-9%,-9%,-4%,
Cc1ccc(NC(=S)NC(=O)Cc2ccccc2)c(O)c1,-2%,0.1%,-2%,24%,69%,
NS(=O)(=O)c1ccc(CNC(=O)c2ccccn2)cc1,9%,0.8%,22%,7%,6%,
COc1ccccc1CC(=O)Nc1ccc(O)cc1C(=O)O,4%,6.0%,0%,-1%,-2%,
Cc1noc(C)c1C(=O)OCC(=O)N1CCc2ccccc21,-6%,1.9%,nt,-7%,-2%,
N=c1n(CCN2CCCCC2)c2ccccc2n1CC(=O)c1ccc(Cl)c(Cl)c1,nt,i,35µM*,i,?,
Cc1[nH]c2ccccc2c1/C=N/NC(=O)c1ccc(N)cc1,2%,1.0%,-2%,17%,8%,

# Pulled one by one from the list above, 5 records:
SMILES,influenza NS1A,inhibitors of VEEV,Salmonella PhoP GFP,tuberculosis growth,H37Rv inhibition,others
CCOc1cc(N2CCOCC2)c(OCC)cc1NC(=O)COC(=O)COc1ccc(C#N)cc1,-2%,1.1%,-9%,-9%,-4%,
N=c1n(CCN2CCCCC2)c2ccccc2n1CC(=O)c1ccc(Cl)c(Cl)c1,nt,i,35µM*,i,?,
NS(=O)(=O)c1ccc(CNC(=O)c2ccccn2)cc1,9%,0.8%,22%,7%,6%,
Cc1noc(C)c1C(=O)OCC(=O)N1CCc2ccccc21,-6%,1.9%,nt,-7%,-2%,
COc1ccc(NCc2n[nH]nc2-c2ccccc2)cc1Cl,1%,8.6%,0%,37%,97%,

# Remaining list, next part
SMILES,influenza NS1A,inhibitors of VEEV,Salmonella PhoP GFP,tuberculosis growth,H37Rv inhibition,others
CCC(C)[C@H](NC(=O)N1CCn2c1nc1ccccc12)C(=O)NCc1ccccc1 (stereo partly drawn),2%,3.6%,9%,15%,5%,
O=C(CSc1ccccc1C(=O)O)NC1CCCCCCC1,3%,i,-1%,10%,4%,
COc1ccc(NC(=O)CSc2nnc(C3CC3)n2C)cc1S(=O)(=O)N1CCOCC1,4%,1.4%,nt,-18%,5%,
Cc1ccc(C)c(NC(=O)c2ccc3nccnc3c2)c1,-2%,2.5%,8%,2%,-7%,
Cn1cc(Cl)c(C(=O)OCC(=O)Nc2cccc(Cl)c2)n1,8%,0.2%,nt,nt,nt,
COc1ccc(Nc2cc(C)nc3ccc(OC)cc23)cc1,2%,0.5%,1%,41%,9%,
CC(=O)c1cccc(CN2CCN(Cc3ccc(F)cc3)C(CCO)C2)c1 (stereo not drawn),-12%,0.6%,5%,-46%,4%,inhibitors of VEEV 10K pilot screen=0.0
COc1cc(N)c(Cl)cc1C(=O)NC1CN2CCC1CC2 (stereo not drawn),nt,nt,-2%,3%,4%,
COc1ccc(C2C(C#N)=C(N)Oc3c2oc(CO)cc3=O)c(OC)c1OC (stereo not drawn),-22%,i,0%,11%,-8%,
COC(=O)CCCNC(=O)c1ccc2oc(CCCc3ccccc3)nc2c1,-7%,i,1%,37%,14%,

# Molecules from the list above with a COOH group (five):
SMILES,influenza NS1A,inhibitors of VEEV,Salmonella PhoP GFP,tuberculosis growth,H37Rv inhibition,others
O=C(O)c1ccc(Sc2nnnn2-c2ccccc2)c([N+](=O)[O-])c1,2%,i,-6%,29%,4%,
COc1cc(/C=C/C(=O)O)cc(S(=O)(=O)NCCCC(=O)O)c1OC,-2%,1.4%,0%,-11%,-3%,
COc1ccc(C(=O)CC(SCC(NC(C)=O)C(=O)O)c2ccc(Cl)cc2)cc1OC (stereo not drawn),-2%,41%,-4%,33%,?,
COc1ccccc1CC(=O)Nc1ccc(O)cc1C(=O)O,4%,6.0%,0%,-1%,-2%,
O=C(CSc1ccccc1C(=O)O)NC1CCCCCCC1,3%,i,-1%,10%,4%,

# Further structures follow:
SMILES,influenza NS1A,inhibitors of VEEV,Salmonella PhoP GFP,tuberculosis growth,H37Rv inhibition,others
CC(=O)C1=C(O)C(=O)N(Cc2ccccc2)C1c1cccc([N+](=O)[O-])c1 (stereo not drawn),-8%,0.3%,-12%,-18%,-1%,
CCCC(=O)Nc1ccc(N2CCN(C(=O)c3cccs3)CC2)cc1,-3%,1.2%,-4%,-6%,-3%,
COc1ccc(CNC(=O)C(=O)NC2CCC(C)CC2)cc1 (stereo not drawn),-2%,i,4%,15%,3%,
COCCCn1c(=N)c(C(=O)NCc2ccc3c(c2)OCO3)cc2c(=O)n3cccc(C)c3nc21,-1%,0.3%,nt,nt,nt,
Cc1c(NS(=O)(=O)c2cc(C(=O)OCC(=O)N3CCC(C)CC3)ccc2Cl)c(=O)n(-c2ccccc2)n1C,-9%,0.3%,9%,-1%,-12%,
COC(=O)CSc1nc(C)cc(N2CCOCC2)n1,-6%,0.6%,6%,-11%,1%,
O=S(=O)(Nc1cccc2ccccc12)c1ccccc1,-7%,i,-11%,-4%,1%,
COc1cc(NC(=O)c2cccc([N+](=O)[O-])c2C)ccc1NC(=O)c1ccco1,-5%,0.2%,-1%,-3%,1%,
CC1(c2ccc(OCC#N)cc2)C=C(c2ccc(OCC#N)cc2)n2nc(C(F)(F)F)nc2N1 (stereo not drawn),3%,3.1%,5%,15%,?,
CC(C)c1ccc(C(C)NCCS(=O)(=O)c2ccc(Cl)cc2)cc1 (stereo not drawn),-25%,i,-1%,59%,?,
COC(=O)COc1ccc2c(=O)c(Oc3ccccc3)c(C)oc2c1,1%,0.5%,0%,1.7µM*,?,inhibitors of VEEV 10K pilot screen=0.8
CCOc1nc(NC(C)C)nc(NC(C)C)n1,-2%,1.2%,7%,-9%,-4%,inhibitors of VEEV 10K pilot screen=4.6
CCc1noc(C)c1C(=O)Nc1sc(C(=O)N(C)C)c(C)c1C#N,-8%,1.0%,-3%,41%,1%,
O=C(Nc1cc(S(=O)(=O)N2CCOCC2)ccc1N1CCCC1)C1COc2ccccc2O1 (stereo not drawn),8%,1.6%,-4%,2%,-4%,
CC(=O)Nc1ccc(C2(c3ccc(NC(C)=O)cc3)NC(=O)c3ccccc32)cc1,2%,i,-3%,4%,1%,
Cc1ccn2cc(CCNC(=O)C3CC=CCC3C(=O)O)nc2c1 (stereo not drawn),-7%,2.6%,3%,-3%,6%,
Cc1cc(S(=O)(=O)NCc2ccco2)c(C)cc1Cl,-4%,6.5%,-3%,-2%,-7%,
COc1ccc(NC(=O)c2nnn(Cc3ccc(SC)cc3)c2N)c(OC)c1,0%,1.3%,-2%,16%,-9%,
COC(=O)C(C(=O)OC)=C(/C=C/N(C)C)N(C)C,-5%,i,2%,5%,5%,
Cc1ccc(C(=O)/C=C2\NCCNC2=O)cc1,-1%,6.8%,6%,-2%,-4%,
COc1ccccc1NC(=O)C1CCCN(c2ncnc3c2nc2n3CCCCC2)C1 (stereo not drawn),2%,11%,-1%,10%,3%,
CCN1C(=O)CC(NCc2ccc(S(N)(=O)=O)cc2)C1=O (stereo not drawn),-6%,0.9%,2%,-6%,0%,
Clc1ccccc1Sc1ccc(-c2ccccn2)s1,nt,3.1%,-7%,-2%,2%,
CCCCc1nnc(NC(=O)CS(=O)(=O)Cc2ccccc2)s1,9%,2.4%,4%,24%,-2%,
O=C(NC(=S)Nc1ccc(Br)cc1F)C1CCCCC1,-2%,i,nt,?,-7%,
S=C(NCCc1ccccc1)Nc1nccs1,-7%,1.9%,1%,?,?,
COc1ccc(S(=O)(=O)N(C)C[C@H]2Oc3c(cccc3N(C)C)C(=O)N([C@H](C)CO)C[C@@H]2C)cc1,0%,i,nt,32%,8%,

# A draw from above in order of length of the SMILES, rising.
SMILES,influenza NS1A,inhibitors of VEEV,Salmonella PhoP GFP,tuberculosis growth,H37Rv inhibition,others
Cc1cc(S(=O)(=O)NCc2ccco2)c(C)cc1Cl,-4%,6.5%,-3%,-2%,-7%,
O=C(O)c1ccc(Sc2nnnn2-c2ccccc2)c([N+](=O)[O-])c1,2%,i,-6%,29%,4%,
CCOc1cc(N2CCOCC2)c(OCC)cc1NC(=O)COC(=O)COc1ccc(C#N)cc1,-2%,1.1%,-9%,-9%,-4%,
